NadD block: inhibitors of S. aureus NadD, primary screen, biochemical, colorimetric, uHTS | 360,000 compounds, 0.78% hits | AID 602399, 2012 | purified NadD enzyme, colorimetric absorbance read-out | Nicotinate-nucleotide adenylyltransferase NadD (Staphylococcus aureus N315) | inhibition, % at 20 µM; in the data active = inhibition above about 26%; also: some compounds past the cut are filed as inactive
DNMT1 block: human DNMT1 methyltransferase inhibitors, primary screen, biochemical, molecular beacon, fluorescence, HinP1I cleavage, uHTS; inhibition (reported as % activation of signal), % at 10 µM; AID 588458, 2011; 360,000 compounds, 0.83% hits; DNA (cytosine-5)-methyltransferase 1 (Homo sapiens), P26358; in the data active = inhibition above about 50%
Scp1 inh: Scp-1 phosphatase inhibitors, primary screen, biochemical, colorimetric, uHTS; Recombinant Scp1, phosphopeptide, malachite green phosphate absorbance; inhibition, % at 20 µM; 340,000 compounds, 0.88% hits; AID 493091, 2011;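 active = inhibition above about 50% at 20 µM, limit read from the data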;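 also: plate controls were DMSO wells with enzyme for no effect and wells lacking enzyme for full effect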
Target sequence (Q9GZU7 76-261 limits assumed): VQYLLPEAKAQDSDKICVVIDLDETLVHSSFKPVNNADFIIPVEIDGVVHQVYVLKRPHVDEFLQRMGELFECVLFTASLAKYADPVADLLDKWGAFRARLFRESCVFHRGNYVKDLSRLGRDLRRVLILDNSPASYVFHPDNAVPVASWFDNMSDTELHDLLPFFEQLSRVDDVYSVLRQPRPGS
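Test system: SCP-1 catalytic domain; Buffer or medium: Acidic Tris acetate buffer with magnesium and detergent; Also added: Phosphorylated 17-residue peptide substrate; Compound: single 20 µM dose, 1% DMSO; Schedule: enzyme reaction 45 min at room temperature, colour 5 min, stabilisation 30 min; Signal: Phosphate-binding colour reagent, absorbance read at 630 nm.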
STEP inh: STEP phosphatase inhibitors, primary screen, biochemical, fluorescence intensity, uHTS; recombinant STEP, OMFP fluorogenic substrate; inhibition, % at 20 µM; 360,000 compounds, 0.25% hits; AID 588621, 2011;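 active = inhibition at 20 µM, scaled per plate between control wells, above about 37%, limit read from the data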;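 also: 0% = DMSO with enzyme and substrate and 100% = substrate only without enzyme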
Target sequence (P54829 whole entry, looked up): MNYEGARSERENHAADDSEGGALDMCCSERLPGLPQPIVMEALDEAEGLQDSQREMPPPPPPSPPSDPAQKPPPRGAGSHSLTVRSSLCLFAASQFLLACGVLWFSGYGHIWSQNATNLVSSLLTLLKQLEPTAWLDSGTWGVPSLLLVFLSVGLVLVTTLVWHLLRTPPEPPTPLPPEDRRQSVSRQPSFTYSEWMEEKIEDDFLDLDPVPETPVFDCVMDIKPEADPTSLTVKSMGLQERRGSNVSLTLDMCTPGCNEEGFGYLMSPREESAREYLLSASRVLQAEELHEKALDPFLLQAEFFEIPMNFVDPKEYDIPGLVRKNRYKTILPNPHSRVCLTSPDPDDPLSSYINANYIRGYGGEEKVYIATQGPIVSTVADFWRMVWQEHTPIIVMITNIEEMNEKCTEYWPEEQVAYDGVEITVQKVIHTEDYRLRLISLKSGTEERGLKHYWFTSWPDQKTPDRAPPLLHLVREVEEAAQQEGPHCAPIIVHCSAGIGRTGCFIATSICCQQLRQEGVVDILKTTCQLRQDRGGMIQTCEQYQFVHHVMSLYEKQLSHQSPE
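medium = Bis-Tris buffer pH 6.0, 2.5 mM DTT, 0.005% Tween 20 | test system = STEP (striatal-enriched tyrosine phosphatase) enzyme, cell-free | measure = normalized % inhibition | compound dosing = 20 µM, 1% DMSO | also added = 25 µM OMFP | schedule = reaction 20 min, ambient temperature | measured by = fluorescence read at 480 nm ex / 540 nm em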
Neddyl block: inhibitors of cullin neddylation, primary screen, biochemical, TR-FRET, uHTS, NAE and Ubc12; NEDD8-conjugating enzyme Ubc12 (Homo sapiens) + NEDD8-activating enzyme E1 regulatory …; 360,000 compounds, 0.58% hits; calls only at 25 µM; AID 651699, 2012; in the data active = inhibition above about 36%
Tb MetRS inh: T. brucei MetRS inhibitors, primary screen, biochemical, luminescence. methionyl-tRNA synthetase (Trypanosoma brucei brucei). purified T. brucei MetRS, ATP depletion, Kinase-Glo luminescence. inhibition, % at 11.9 µM. 360,000 compounds, 0.4% hits. AID 624268, 2012;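 active = inhibition above a per-plate cutoff of the control wells' mean inhibition plus 3 SD, cut at about 5.5% in these data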;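 also: 0% = DMSO wells median and 100% = median of wells with control inhibitor compound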
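Material: parasite MetRS enzyme / Replication: singlicate, one well per compound / Signal: luminescence of leftover ATP / Schedule: 2 h aminoacylation at 25 °C after 15 min preincubation / Medium: HEPES-MgCl2-KCl buffer plus DTT, spermine, BSA, pyrophosphatase / Doses: 11.9 µM single point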
SUMO1-SIM PPI: modulators of SUMO1 protein-protein interactions, primary screen, biochemical, uHTS; Small ubiquitin-related modifier 1 (Homo sapiens), P63165; SUMO1 binding to a labelled peptide, TR-FRET, 1 h; inhibition, % at 20 µM; 360,000 compounds, 0.33% hits; AID 602429, 2012; in the data active = inhibition above about 37%
LMPTP block: LMPTP phosphatase inhibitors, primary screen, biochemical, fluorescence intensity, uHTS. Low molecular weight phosphotyrosine protein phosphatase (Homo sapiens), P24666. recombinant LMPTP-A, OMFP fluorogenic substrate. inhibition, % at 20 µM. 360,000 compounds, 0.22% hits. AID 651560, 2012;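 active = compounds that cut the enzyme signal by at least half of the control window in the single-dose screen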;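 also: plate controls were DMSO wells with enzyme plus substrate for no effect and substrate without enzyme for full effect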
Target sequence (P24666 whole entry, looked up): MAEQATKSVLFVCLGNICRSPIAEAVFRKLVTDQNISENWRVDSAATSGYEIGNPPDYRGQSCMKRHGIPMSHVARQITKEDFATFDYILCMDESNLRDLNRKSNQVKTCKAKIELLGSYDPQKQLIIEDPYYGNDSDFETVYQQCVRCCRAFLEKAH
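material = LMPTP-A | quantity = 0.625 nM enzyme | reagent = OMFP substrate, 400 µM final | buffer or medium = Bis-Tris pH 6.0, DTT, detergent | detection = endpoint fluorescence intensity from OMFP dephosphorylation | dosing = single 20 µM dose | read-out basis = % inhibition relative to no-enzyme and uninhibited control wells | control set = no-enzyme and uninhibited controls | timing = 50 min at room temperature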
SKN-1 block: suppressors of acrylamide-induced Pgst-4::GFP reporter in worms, primary screen, SKN-1 inhibitor project, whole organism, uHTS, GFP/RFP fluorescence ratio, strain VP596; inhibition, % at 21.8 µM; 360,000 compounds, 0.49% hits; C. elegans VP596 Pgst-4::GFP/RFP ratio, 24 h; AID 624304, 2012;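 active = interference check ratio from 0.5 to 1.5 plus GFP to RFP signal ratio inhibition reaching or exceeding a fixed threshold, cut at about 30% in these data, passing the limit was not always enough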; also: some compounds called inactive have numbers as strong as hits
CendR NRP1 mod: modulators of CendR peptide binding to NRP-1, primary screen, biochemical, fluorescence polarization, uHTS | Neuropilin-1 (Homo sapiens), O14786 | FAM-RPARPAR peptide binding to NRP-1 | inhibition, % at 25 µM | 360,000 compounds, 0.85% hits | AID 602438, 2012;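 active = inhibition or corrected inhibition above about 18%, plus a signal ratio from 0.5 to 1.5, limit read from the data, passing the limit was not always enough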; also: strong numbers were not always called active
Starred values were filed as active, the others as inactive; i = inactive; . = no result given; + = active, no number.

compound	NadD block	DNMT1 block	Scp1 inh	STEP inh	Neddyl block	Tb MetRS inh	SUMO1-SIM PPI	LMPTP block	SKN-1 block	CendR NRP1 mod
CC(CSc1nc2ccccc2s1)Cn1c(N2CCCC2)nc2c1c(=O)[nH]c(=O)n2C (stereo unspecified)	2	3	-8	-3	i	-0.1	4	-1.8	-12	2
CC(=O)N1CCc2cc(S(=O)(=O)Nc3ccccc3N3CCN(C)CC3)ccc21	-3	0	-3	-2	i	-0.2	-1	-0.4	-3	-7
CCOC(=O)c1oc2ccccc2c1NC(=O)c1cccs1	-3	-1	-6	0	i	-0.2	-1	1.3	3	0
COc1ccc(C(=O)NC2CCN(S(=O)(=O)c3ccccc3)CC2)cc1	-1	1	-5	-3	i	0.6	2	0.6	11	3
COc1cc(C(F)(F)F)c(C(=O)N(C)Cc2ccc(Cl)c(Cl)c2)cn1	3	6	-16	0	i	-0.4	1	1.6	3	2
CCCc1ccc(C(O)c2ncc(-c3cccc(OC)c3)[nH]2)cc1 (stereo unspecified)	0	-3	.	1	i	-0.3	1	1.9	-7	8
O=C(Nc1nc2ccccc2s1)c1ccc(Cl)s1	-1	0	-12	-2	i	0.0	2	-0.6	13	0
CN1Cc2c(N3CCOCC3)nc3sc(C(=O)c4ccccc4)c(N)c3c2CC1(C)C	1	-6	-7	10	i	0.0	-23	2.4	-10	5
COC(=O)c1ccc(CNC(=O)Cn2cnc3c(SC)nc(N)nc32)cc1	-3	3	13	4	i	-2.8	3	-0.9	-5	0
CCOc1cc(/C=N/NC(=O)c2nn(C)cc2Br)ccc1OCc1ccccc1Cl	2	-11	-1	1	i	-1.3	-9	5.5	5	3
Cn1c(CC(=O)NC(C)(C)CO)c(Sc2ccccc2)c2ccccc21	-4	0	-5	-1	i	-0.5	0	1.0	3	8
CCOc1cc(S(=O)(=O)N2CCCCCC2)ccc1F	-4	3	-6	2	i	-0.7	1	0.6	5	-3
CC12CCC(=O)N1C(C(=O)NCc1ccc(Cl)cc1Cl)CS2 (stereo unspecified)	4	2	-3	-2	i	-0.1	-3	-1.0	8	0
COc1ccc(N2CC(C(=O)N3CCCC(C)C3)CC2=O)cc1 (stereo unspecified)	2	-1	-9	0	i	0.0	-1	0.0	10	6
CC(=O)N1CCN(C(=S)Nc2cc(S(=O)(=O)N3CCOCC3)ccc2Cl)CC1	6	3	-3	2	i	-0.5	0	-0.9	-6	5

compound	NadD block	DNMT1 block	Scp1 inh	STEP inh	Neddyl block	Tb MetRS inh	SUMO1-SIM PPI	LMPTP block	SKN-1 block	CendR NRP1 mod
CCn1cc(C(=O)N[C@@H](CCSC)C(=O)NCCO)c(=O)c2cc3c(cc21)OCO3	-2	1	-5	-1	i	-0.6	1	-0.8	-8	-5
COc1cc2c(cc1OC)C(C)N(C(=O)c1cc3c(=O)oc4ccc(C)cc4c3s1)CC2 (stereo unspecified)	-5	-4	-18	5	i	-0.4	0	3.0	-14	-10
Cc1ccc(-c2csc(NC(=O)C3=NN(c4ccccc4)C(=O)CC3)n2)cc1	-1	-9	-3	-2	i	-0.6	0	0.0	8	-9
O=C(CCn1c(=O)oc2ccccc21)N(Cc1ccccc1)c1ccccn1	-3	0	-6	-1	i	0.0	16	-0.9	7	2
CCOC(=O)c1c(NC(=O)COC(=O)c2nccnc2N)sc(C(=O)N(C)C)c1C	3	0	-2	0	+	-0.4	-8	-1.1	-3	-1
Cc1ccccc1Cn1c(Cc2ccccc2)nc2ccccc21	2	-2	7	-1	i	-0.2	0	8.1	12	5
Cc1ccc2nc(SCC(=O)Nc3ccc(Br)cc3)nc(=O)n2c1	-1	-3	60*	2	i	-0.5	-2	-0.1	-11	-9
CCOC(=O)c1c(NC(=O)C[n+]2ccccc2)sc2c1CCCC2	-7	1	-3	-2	i	-0.6	3	0.3	-10	4
O=C(c1cc2nc(-c3ccccc3)cc(-c3ccccc3)n2n1)N1CCN(C(=O)c2ccco2)CC1	10	-3	-10	3	.	-1.0	-18	3.4	19	2
Cn1c(SCc2c(F)cccc2Cl)nnc1-c1cnccn1	-3	0	-6	-3	i	-0.6	2	-3.0	-5	-1
O=C(NCc1ccccc1)C(CCc1ccccc1)n1c(=O)c(-c2ccccc2)nc2ccccc21 (stereo unspecified)	.	.	.	.	i	0.1	2	3.3	-3	-13
CCOc1cccc(-c2cc(NCCc3ccccn3)n3nccc3n2)c1	-3	-3	.	1	.	-0.1	0	2.6	26	-19
CCN(CC)S(=O)(=O)c1cc(C(=O)NC2=NCCS2)ccc1Cl	1	-3	-2	-3	i	0.3	2	0.1	2	5
Nc1nnc(SCC(=O)NNC(=O)c2ccccc2F)s1	1	-3	3	-2	i	0.4	6	-1.6	8	-6
S=c1nc(-c2ccccc2)oc2c1CCCC2	3	1	-6	1	i	-0.8	-8	0.6	6	-14

compound	NadD block	DNMT1 block	Scp1 inh	STEP inh	Neddyl block	Tb MetRS inh	SUMO1-SIM PPI	LMPTP block	SKN-1 block	CendR NRP1 mod
c1ccc(-c2nnc3n2NC(c2ccc4c(c2)OCO4)S3)cc1 (stereo unspecified)	10	2	-2	12	i	-0.6	-7	-1.1	1	-5
O=C(c1ccccc1)C(c1ccccc1)c1ccccc1	-8	-1	-14	-1	i	-0.2	4	2.5	4	9
O=C(c1ccsc1)N1CCCC(N2CCOCC2)C1 (stereo unspecified)	8	-2	-2	-2	i	-1.3	-2	1.7	-8	-6
COc1cccc(CN2CCN(Cc3cc4ccccc4o3)CC2CCO)c1 (stereo unspecified)	2	0	-3	-1	i	-0.1	1	-0.5	9	-3
CCC(C)(C)n1nnnc1CN(Cc1ccc(Cl)cc1)Cc1ccco1	-3	3	8	6	i	0.0	3	0.9	1	12
COC(=O)CN(C)C(=O)c1ccc(OC)c(OC2CCN(C(C)C)CC2)c1	-3	-1	-6	-2	i	-0.1	8	0.5	2	5
O=C(Cn1nnc(N2CCCCC2)n1)c1ccc(Cl)c(Cl)c1	-6	-4	9	-1	i	-0.3	1	-1.3	11	-6
CCc1ccccc1N(CC(=O)NC(C)c1ccccc1)S(C)(=O)=O (stereo unspecified)	-8	0	-12	2	i	-0.1	1	-2.7	-4	-3
COc1cc(OC)cc(C(=O)Nc2ccccc2N2CCOCC2)c1	-7	3	0	0	i	-0.4	0	-0.5	-2	-4
O=C(OC(C(=O)NC1CCCC1)c1ccccn1)c1cccs1 (stereo unspecified)	-3	1	0	-2	i	-0.2	-3	-1.3	-11	-82
COc1ccc(N2C(N)=C(C#N)C(c3ccsc3)C3=C2CCCC3=O)c(OC)c1 (stereo unspecified)	3	-7	-7	-1	i	0.1	-4	1.2	-3	-3
COc1ccc(OC)c(NC(=O)COC(=O)c2cc3c(s2)CCC3)c1	8	89*	79*	16	i	-0.4	7	32	1	-14
Cc1cc(C(=O)OCC(=O)Nc2ccccc2Cl)c(C)o1	-2	1	-8	0	i	-0.1	2	0.8	18	-12
C=CCc1cccc2cc(C(=O)Nc3ccc(F)cc3)c(=O)oc12	3	9	-8	1	i	-0.4	1	-0.3	-3	-3
CCOC(=O)c1c(C)[nH]c(C2=NNC(=NC(C)COC)SC2)c1C (stereo unspecified)	7	-8	-3	1	i	-1.1	-7	-1.2	8	-6

Quoted at random: two records from the list.
compound	NadD block	DNMT1 block	Scp1 inh	STEP inh	Neddyl block	Tb MetRS inh	SUMO1-SIM PPI	LMPTP block	SKN-1 block	CendR NRP1 mod
COc1cccc(CN2CCN(Cc3cc4ccccc4o3)CC2CCO)c1 (stereo unspecified)	2	0	-3	-1	i	-0.1	1	-0.5	9	-3
CCC(C)(C)n1nnnc1CN(Cc1ccc(Cl)cc1)Cc1ccco1	-3	3	8	6	i	0.0	3	0.9	1	12

Additional entries
compound	NadD block	DNMT1 block	Scp1 inh	STEP inh	Neddyl block	Tb MetRS inh	SUMO1-SIM PPI	LMPTP block	SKN-1 block	CendR NRP1 mod
O=C(CCn1c(=O)[nH]c2ccsc2c1=O)Nc1ccc(F)c(F)c1	-2	-2	0	-2	i	0.6	-1	0.6	-6	4
CC1(C)C2CCC1(C)C(OC(=O)CSc1nc(N)cc(=O)[nH]1)C2 (stereo unspecified)	0	6	-3	-2	i	0.7	-2	-1.0	12	7
COc1cc2c(cc1OC)[C@H](C)N(C(=O)CSc1nc(O)c(C(C)C)c(=O)[nH]1)CC2	1	2	4	-2	i	1.0	1	-1.4	9	-13
CCCCC(CC)C(=O)NCCCN1CCN(CCCNC(=O)C(CC)CCCC)CC1 (stereo unspecified)	-8	5	1	0	i	0.6	1	-0.8	-4	10
N/C(=N\OC(=O)c1ccc(Cl)c(Cl)c1)c1cccnc1	3	-3	-2	0	i	-0.1	-6	1.5	51*	3
Cc1ccc(NC(=O)CNC(=O)c2ccc(C)s2)nc1	2	-1	-5	4	i	-0.2	2	-1.8	8	-7
